# Screens as filed in PubChem.
# APJ antagonist = blocks the human apelin receptor APJ | inhibition, % at 20 µM | hit rate 0.32% among 330,000 | P35414 | CHO-K1 APJ beta-arrestin complementation, luminescence;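 active means inhibition above about 40% at 20 µM, limit read from the data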;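 further: cells challenged with 10 nM apelin-13 agonist together with compound; plate controls were apelin-13 plus DMSO wells for no effect and DMSO wells lacking apelin-13 for full effect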
# UPR XBP1 act = activators of adaptive arm of unfolded protein response (XBP1); CHO-XBP1 luciferase reporter, IRE1-XBP1 UPR activation, luminescence; percent of tunicamycin response, DMSO as zero; AID 463104; hit rate 0.33% among 330,000; activation, % at 20 µM;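 active means versus positive control, 20 µM dose yields 30% or more activation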;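 further: 100% = tunicamycin at 10 µg/mL and 0% = DMSO only wells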
#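 Material: CHO-XBP1 cells stably carrying IRE1-XBP1-driven luciferase reporter / Amount: 1000 cells per well / Compound: 20 µM, 1% DMSO / Times: 6 h treatment, 37 °C / Detection: luciferase luminescence / Measure: % activation of reporter signal versus tunicamycin and DMSO controls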
# CHOP UPR activ = apoptotic UPR (CHOP) activation; CHO-CHOP luciferase reporter, luminescence; percent of tunicamycin response over DMSO baseline; hit rate 0.34% among 330,000; activation, % at 10 µM;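 active means at 10 µM dose, activation of 40% or more, normalized to positive control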;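 further: 100% = tunicamycin at 10 µg/mL and 0% = DMSO alone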
#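 Dosing – one dose, 10 µM in 0.5% DMSO · System – CHO-CHOP cells, stable luciferase reporter of PERK-eIF2a-CHOP signalling · Input – 500 cells/well · Control set – tunicamycin 10 µg/mL final as positive, DMSO-only wells as negative · Timing – 6 h compound treatment, 37 °C · Measure – % activation vs tunicamycin · Technique – luminescence read with Steady-Glo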
# APJ agonist = activates the human apelin receptor APJ | activation, % at 20 µM | CHO-K1 APJ PathHunter beta-arrestin, luminescence; 0% DMSO wells, 100% apelin | AID 2520 | hit rate 0.11% among 330,000;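 active means activation more than six SD over the plate average, tested at 20 µM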;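 further: 0% = DMSO alone and 100% = apelin-13 at 10 nM; some results filed as inactive read as strong as hits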
#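 system = engineered CHO-K1 APJ arrestin reporter cells | input = 1000 cells per well | timing = overnight seeding, 90 min compound at 25 °C, 1 h detection | measured by = enzyme-fragment complementation luminescence | read-out = beta-arrestin recruitment to APJ as agonist activity, luminescent signal | control set = negative DMSO alone, positive Apelin-13 at 10 nM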
# Mdm2-MdmX inh = inhibitors of human Mdm2/MdmX interaction. O15151+Q00987. SaOS-2 split-luciferase Mdm2/MdmX complementation, luminescence. inhibition, % at 8 µM. hit rate 3% among 330,000;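 active means inhibition of at least 50% at 8 µM in the primary screen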
# Target sequence (O15151 whole entry, looked up): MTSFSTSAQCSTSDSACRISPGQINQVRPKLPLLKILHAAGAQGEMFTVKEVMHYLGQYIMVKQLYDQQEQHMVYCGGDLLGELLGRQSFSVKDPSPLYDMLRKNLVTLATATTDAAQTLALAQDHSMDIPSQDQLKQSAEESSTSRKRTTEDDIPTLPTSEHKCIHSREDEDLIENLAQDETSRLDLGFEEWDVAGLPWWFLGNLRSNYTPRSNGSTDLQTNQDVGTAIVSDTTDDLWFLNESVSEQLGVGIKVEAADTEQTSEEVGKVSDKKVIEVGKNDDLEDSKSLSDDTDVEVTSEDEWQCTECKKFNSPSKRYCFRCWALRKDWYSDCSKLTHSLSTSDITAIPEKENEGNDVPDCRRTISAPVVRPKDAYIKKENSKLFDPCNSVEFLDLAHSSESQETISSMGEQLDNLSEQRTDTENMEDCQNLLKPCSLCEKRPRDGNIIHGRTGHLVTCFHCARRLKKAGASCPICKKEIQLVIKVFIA
# Target sequence (Q00987 whole entry, looked up): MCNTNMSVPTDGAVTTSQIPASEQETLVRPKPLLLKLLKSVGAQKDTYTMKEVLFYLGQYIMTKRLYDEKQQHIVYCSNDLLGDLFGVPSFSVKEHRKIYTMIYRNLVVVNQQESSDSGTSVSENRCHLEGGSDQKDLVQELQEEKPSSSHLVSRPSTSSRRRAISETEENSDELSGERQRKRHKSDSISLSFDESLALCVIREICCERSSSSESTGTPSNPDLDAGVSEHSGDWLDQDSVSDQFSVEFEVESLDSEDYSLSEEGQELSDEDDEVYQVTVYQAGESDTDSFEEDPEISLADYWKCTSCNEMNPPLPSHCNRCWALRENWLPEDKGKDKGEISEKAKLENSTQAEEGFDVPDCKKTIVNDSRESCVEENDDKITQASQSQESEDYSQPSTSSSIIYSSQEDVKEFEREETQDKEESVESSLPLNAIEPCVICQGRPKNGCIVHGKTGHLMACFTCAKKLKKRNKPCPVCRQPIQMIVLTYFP
# tim23-1 inh = tim23-1 yeast growth inhibition; AID 463212; inhibition, % at 20 µM; hit rate 1.3% among 330,000; S. cerevisiae tim23-1 growth, BacTiter-Glo luminescence, 24 h;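 active means growth inhibition of the mutant yeast at or above 50%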;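 further: temperature-sensitive mutant grown at 25 °C; plate controls were DMSO-treated mutant yeast for no effect and medium wells lacking yeast for full effect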
# 697 NFkB inh = inhibitors of the PMA/ionomycin-induced NF-kB reporter in 697 B cells; 697 B-cell NF-kB luciferase reporter, 16 h; inhibition, % at 4 µM; hit rate 0.33% among 330,000; AID 435022; in the data active means inhibition above about 35%
# Jurkat NFkB inh = lowers PMA/ionomycin-induced NF-kB signal in Jurkat cells | PMA/ionomycin-induced NF-kB luciferase reporter, luminescence | inhibition, % at 4 µM | hit rate 0.53% among 330,000 | AID 435003; in the data active means inhibition above about 50%
# * hit, by the source's call; . = no result given. Hits appear at their usual frequency; overall some 5% were active at least once.
1. CCOC(=O)C1=CN(Cc2ccco2)S(=O)(=O)N(C)C1c1ccc(F)c(Cl)c1 (stereo not given)
2. COc1ccccc1-c1nc(-c2ccncc2)no1
3. CCc1ccccc1OCC(=O)Nc1cccc(S(=O)(=O)N2CCCC2)c1
4. CC(C)Oc1ccc(N2CC(C(=O)OCC(=O)NCc3ccccc3)CC2=O)cc1 (stereo not given)
5. Cc1ccc(NC(=O)CN2C(=O)C3C4C=CC(C4)C3C2=O)cc1S(=O)(=O)N(C)C (stereo not given)
6. COc1ccc(C(=O)C2CCCN(Cc3cn[nH]c3-c3ccc(F)cc3)C2)cc1OC (stereo not given)
7. COc1cc(C(=O)OCC(=O)N2CCN(C(C)=O)CC2)ccc1OCC(C)C
8. CCn1c(SCC(=O)NC2CCCCC2)nnc1-c1cccs1
screen / no.	1	2	3	4	5	6	7	8
APJ antagonist	.	10	-23	12	-5	9	-12	17
UPR XBP1 act	-2	-2	0	-3	-4	-5	-3	0
CHOP UPR activ	0.9	4.0	0.4	-0.7	1.1	-0.4	0.1	-0.5
APJ agonist	.	-1	6	-5	1	-3	0	-1
Mdm2-MdmX inh	4	-72	-10	-6	17	-17	7	1
tim23-1 inh	45	20	30	6	5	0	18	15
697 NFkB inh	3	-146	-17	17	-23	-2	15	3
Jurkat NFkB inh	.	-78	-19	5	-7	13	6	-1

9. COc1ccc(C(=O)O)cc1NC(=S)NC(=O)c1ccc(-c2ccc(Cl)cc2)o1
10. COc1ccccc1NC(=O)c1ccccc1N(Cc1ccccc1)S(C)(=O)=O
11. COc1ccc(C2C(C#N)=C(N)OC3=C2C(=O)CC(C)C3)c(OC)c1OC (stereo not given)
12. COCC(=O)Nc1ccc(Br)c(C)c1
13. CN(C)c1cc2c(cc1NS(=O)(=O)c1ccccc1)n(C)c(=O)n2C
14. COc1cc(NC(=O)CSc2nccc(=O)[nH]2)c(C)cc1[N+](=O)[O-]
15. CC(=O)OC[C@H]1O[C@@H](Oc2cc(O)cc3oc(-c4ccc(O)cc4)cc(=O)c23)[C@H](O[C@@H]2O[C@@H](C)[C@H](O)[C@@H](O)[C@H]2O)[C@@H](O)[C@@H]1O
16. C[C@H](NC(=O)c1nc[nH]c1C(=O)NCCCCCNC(=O)OC(C)(C)C)C(=O)OCc1ccccc1
screen / no.	9	10	11	12	13	14	15	16
APJ antagonist	5	6	13	-12	-6	27	-10	-22
UPR XBP1 act	4	-6	2	1	5	-1	-4	-4
CHOP UPR activ	1.8	1.7	-0.5	0.4	-0.9	1.7	-0.2	1.1
APJ agonist	-3	-3	0	0	1	-2	-2	5
Mdm2-MdmX inh	27	14	4	4	26	15	4	2
tim23-1 inh	2	31	9	7	1	4	0	2
697 NFkB inh	-1	11	-7	-2	-4	-1	11	-11
Jurkat NFkB inh	-6	-2	-14	-13	-6	5	-2	-6

17. Cc1cc(=O)oc2ccc(OC(=O)c3cccc(S(=O)(=O)N4CCOCC4)c3)cc12
18. CCCCn1c(=O)[nH]c2ccccc21
19. COc1ccc(CNC(=O)CCC(=O)c2ccccc2)cc1
20. S=C(NCc1ccncc1)Nc1ccc(Cl)c(Cl)c1
21. CC1(C)CC(=O)c2cc3c(nc2C1)CC(C)(C)CC3=O
22. CC(C)CN1C2CCCC1CC(NC(=S)NCc1ccco1)C2 (stereo not given)
23. Cc1cc(NC(=O)CSc2nc3c(c(=O)n2C)SCC3)no1
24. CC(C)(C)N1C(=O)c2ccc(C(=O)Nc3ccc(O)cc3)cc2C1=O
screen / no.	17	18	19	20	21	22	23	24
APJ antagonist	-1	-23	12	-12	-4	3	20	0
UPR XBP1 act	-5	-3	-2	0	-1	0	-4	4
CHOP UPR activ	-1.9	-1.7	8.2	-1.9	-0.1	-0.4	3.8	8.4
APJ agonist	-1	-4	-2	0	0	-1	-2	0
Mdm2-MdmX inh	13	4	-1	-5	3	29	-1	10
tim23-1 inh	34	-18	5	-19	17	5	0	24
697 NFkB inh	5	-13	23	15	6	-16	-20	7
Jurkat NFkB inh	-8	-3	8	12	-4	-6	7	23

25. CCCC(CCC(=O)Nc1cc([N+](=O)[O-])ccc1O)C(=O)O (stereo not given)
26. COc1ccc(/C=C/C(=O)c2ccc(O)cc2)cc1
27. Fc1ccc(N2CCN(c3ccc4c(C(F)(F)F)cc(C(F)(F)F)nc4n3)CC2)cc1
28. CCOc1ccccc1Nc1nnc(SCC(=O)N2CCCC2)s1
29. O=C(Nc1ccccn1)C1CCCN1S(=O)(=O)c1ccc(Cl)cc1 (stereo not given)
30. CN(C)CCCN(C(=O)c1ccc(S(=O)(=O)N2CCCC2)cc1)c1nc2ccc(Br)cc2s1
31. CCCCc1ccc(NC=C2C(=O)OC3(CCCCC3)OC2=O)cc1
32. CCc1ccc(NCc2cc3c(C)nn(-c4ccccc4)c3[nH]c2=O)cc1
screen / no.	25	26	27	28	29	30	31	32
APJ antagonist	22	-11	6	-2	7	13	13	1
UPR XBP1 act	3	3	2	-2	-6	15	1	-7
CHOP UPR activ	0.2	3.2	-0.9	2.9	-2.8	4.2	-0.8	-0.9
APJ agonist	-5	-3	-1	2	2	2	-5	-2
Mdm2-MdmX inh	-14	-63	-8	-8	-6	39	14	6
tim23-1 inh	12	37	-2	7	17	-13	0	14
697 NFkB inh	5	-4	-12	11	-30	3	-8	2
Jurkat NFkB inh	0	-8	-16	9	-2	-9	-9	10

33. CCC(=O)OC1(C#CCOc2ccc(OC)cc2)CCN(C)CC1
34. CCOC(=O)c1c(C)[nH]c(C(=O)OCC(=O)NC(C)C)c1C
35. CCCCn1c(CCNC(=O)CC)nc2ccccc21
36. NC(C(=O)O)C(c1ccccc1)C(F)F (stereo not given)
37. O=C(c1ccco1)N1CCN(C(=O)c2ccccc2NS(=O)(=O)c2ccc(F)cc2)CC1
38. Cc1nc(/C(N)=N/OC(=O)Cc2ccccc2)no1
39. COc1cccc(Oc2coc3cc(OC(=O)N4CCOCC4)ccc3c2=O)c1
40. CCc1nnc(NC(=O)CN2CCN(C3CCCCC3)CC2)s1
screen / no.	33	34	35	36	37	38	39	40
APJ antagonist	-10	-13	-8	-22	-27	-3	4	-50
UPR XBP1 act	-3	-1	2	3	-3	-1	0	-2
CHOP UPR activ	-1.5	2.5	-1.0	0.8	1.1	0.1	-2.0	0.3
APJ agonist	-1	-4	-4	-6	-2	-3	-3	0
Mdm2-MdmX inh	-4	11	-4	-11	-15	-34	-6	-1
tim23-1 inh	2	26	-8	7	13	18	12	4
697 NFkB inh	-10	-9	6	5	23	-6	-8	-45
Jurkat NFkB inh	2	-16	1	-18	-3	3	-6	-44

41. CCN(C(=O)C1CCCN1S(=O)(=O)c1cccc2nsnc12)c1ccccc1 (stereo not given)
42. COc1cccc(-c2ccc(C#N)c(OC(=O)c3ccc(Cl)cc3)n2)c1
43. COc1ccc(N2CCN(S(=O)(=O)c3ccc4c(c3)NC(=O)C(C)C(=O)N4)CC2)cc1 (stereo not given)
44. Oc1ccc(/C=N/N2CCN(C3c4ccccc4-c4ccccc43)CC2)cc1O
45. CCCCN(C(=O)NC(=O)C1=C(N2CCOCC2)/C(=C/c2ccccc2)CC1)S(C)(=O)=O
46. O=C(O)c1ccc(C2SCC(=O)N2Cc2ccco2)cc1 (stereo not given)
47. O=C(CSc1nnc(NC(=O)c2ccc(F)cc2)s1)NCc1ccco1
48. CS(=O)(=O)Nc1cccc2cccnc12
screen / no.	41	42	43	44	45	46	47	48
APJ antagonist	-2	11	6	-1	6	15	2	25
UPR XBP1 act	0	-8	-2	12	-1	2	-4	0
CHOP UPR activ	-1.6	-0.7	-0.6	102*	3.7	0.1	1.4	-1.2
APJ agonist	-4	-2	1	2	-6	-2	-4	-4
Mdm2-MdmX inh	-10	-1	5	41	10	2	-18	31
tim23-1 inh	25	8	10	33	31	-3	5	14
697 NFkB inh	-6	7	2	-7	-1	6	-32	-7
Jurkat NFkB inh	-2	7	-5	-5	-4	-13	-2	5

# Sorted by molar mass (descending): ten of the compounds above
16. C[C@H](NC(=O)c1nc[nH]c1C(=O)NCCCCCNC(=O)OC(C)(C)C)C(=O)OCc1ccccc1
45. CCCCN(C(=O)NC(=O)C1=C(N2CCOCC2)/C(=C/c2ccccc2)CC1)S(C)(=O)=O
37. O=C(c1ccco1)N1CCN(C(=O)c2ccccc2NS(=O)(=O)c2ccc(F)cc2)CC1
42. COc1cccc(-c2ccc(C#N)c(OC(=O)c3ccc(Cl)cc3)n2)c1
13. CN(C)c1cc2c(cc1NS(=O)(=O)c1ccccc1)n(C)c(=O)n2C
31. CCCCc1ccc(NC=C2C(=O)OC3(CCCCC3)OC2=O)cc1
19. COc1ccc(CNC(=O)CCC(=O)c2ccccc2)cc1
12. COCC(=O)Nc1ccc(Br)c(C)c1
26. COc1ccc(/C=C/C(=O)c2ccc(O)cc2)cc1
18. CCCCn1c(=O)[nH]c2ccccc21
screen / no.	16	45	37	42	13	31	19	12	26	18
APJ antagonist	-22	6	-27	11	-6	13	12	-12	-11	-23
UPR XBP1 act	-4	-1	-3	-8	5	1	-2	1	3	-3
CHOP UPR activ	1.1	3.7	1.1	-0.7	-0.9	-0.8	8.2	0.4	3.2	-1.7
APJ agonist	5	-6	-2	-2	1	-5	-2	0	-3	-4
Mdm2-MdmX inh	2	10	-15	-1	26	14	-1	4	-63	4
tim23-1 inh	2	31	13	8	1	0	5	7	37	-18
697 NFkB inh	-11	-1	23	7	-4	-8	23	-2	-4	-13
Jurkat NFkB inh	-6	-4	-3	7	-6	-9	8	-13	-8	-3

# (list continues)
49. Cc1cc(C)nc(N/N=C/c2cc(Br)ccc2O)n1
50. CCOC(=O)c1c(-c2ccc(C)o2)csc1NC(=O)CSc1ncn[nH]1
51. CCN(CC)S(=O)(=O)c1ccc(N/N=C/c2ccc(OC)c(OC)c2OC)nc1
52. COCCn1c(SCC(=O)Nc2nnc(C)s2)nnc1-c1cc2ccccc2cc1O
53. COc1cc(C(=O)N2CCN(S(=O)(=O)c3cccs3)CC2)cc(OC)c1C
54. Cc1ccc(/C=N/n2c(-c3cccnc3)n[nH]c2=S)o1
55. COc1ccc(OC)c(NC(=O)CSc2nncc(=O)n2N)c1
56. O=C(CCCC(=O)N1CCN(c2cccc(Cl)c2)CC1)c1ccccc1
57. CC(/C=N/NC(=O)CSc1n[nH]c(=O)[nH]c1=O)=C\c1ccccc1
58. O=C(Nc1ccccc1C(=O)NCc1cccnc1)c1ccc(Cl)cc1Cl
screen / no.	49	50	51	52	53	54	55	56	57	58
APJ antagonist	3	1	-3	1	9	4	-25	16	9	-6
UPR XBP1 act	4	-4	0	1	-2	-1	-4	0	-3	-2
CHOP UPR activ	3.1	-1.4	1.9	-1.7	3.4	1.1	-2.4	0.4	-0.8	-0.5
APJ agonist	-3	-4	1	-7	1	-3	-1	-4	-3	-3
Mdm2-MdmX inh	75*	-35	25	7	6	8	4	5	-2	15
tim23-1 inh	26	28	-1	2	26	17	-9	27	1	7
697 NFkB inh	-18	27	7	-5	3	21	-16	6	7	-23
Jurkat NFkB inh	27	-5	-2	6	5	7	-3	-2	-4	-23
